Assay outcomes (PubChem)
TDP1 inh: qHTS Assay for Inhibitors of Tyrosyl-DNA Phosphodiesterase (TDP1) | 350,000 compounds, 0.28% hits | Tyrosyl-DNA phosphodiesterase 1 (Homo sapiens), Q9NUW8 | AID 485290, 2010 | recombinant TDP1, AlphaScreen DNA substrate cleavage | Potency, µM (series often up to 130 µM), for inactives: at the top dose activity change, negative = inhibition, actives largely listed as inhibitors; also: nearly all actives have a fitted effect of over 40% in size
Target sequence (Q9NUW8 whole entry, looked up): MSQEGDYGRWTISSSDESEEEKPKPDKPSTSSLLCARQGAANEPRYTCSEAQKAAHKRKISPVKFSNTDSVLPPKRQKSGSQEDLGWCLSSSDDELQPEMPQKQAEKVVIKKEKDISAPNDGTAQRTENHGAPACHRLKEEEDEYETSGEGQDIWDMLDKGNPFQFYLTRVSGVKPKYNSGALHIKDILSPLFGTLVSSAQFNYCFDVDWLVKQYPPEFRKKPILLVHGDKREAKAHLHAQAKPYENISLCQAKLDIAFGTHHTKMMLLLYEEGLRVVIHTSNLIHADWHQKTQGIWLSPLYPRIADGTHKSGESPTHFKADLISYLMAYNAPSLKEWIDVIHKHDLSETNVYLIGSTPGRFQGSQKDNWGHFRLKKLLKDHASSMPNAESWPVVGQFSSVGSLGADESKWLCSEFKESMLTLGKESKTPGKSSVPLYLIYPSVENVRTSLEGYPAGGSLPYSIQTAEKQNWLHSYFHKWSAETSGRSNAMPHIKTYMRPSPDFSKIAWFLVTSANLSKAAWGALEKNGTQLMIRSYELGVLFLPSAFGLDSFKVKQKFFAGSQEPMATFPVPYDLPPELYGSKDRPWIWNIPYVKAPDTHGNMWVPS
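Recombinant E. coli-expressed Tdp1 (1 nM) preincubated with compound 15 min at RT, then 5'-biotin/3'-phosphotyrosine-FITC DNA substrate (15 nM) added for 5 min. AlphaScreen beads (10 ug/ml) added, 10 min RT; tyrosine-FITC cleavage read as signal loss.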
DT40 TDP1 CPT: qHTS for Inhibitors of human tyrosyl-DNA phosphodiesterase 1 (TDP1): qHTS in cells in presence of CPT | Potency, µM (series often up to 46.2 µM), for inactives: at the highest dose activity change, negative = growth inhibition, actives largely listed as inhibitors | 420,000 compounds, 12% hits | AID 686979, 2013 | chicken DT40 Tdp1-/-;hTDP1 cells + 20 nM CPT, ATP luminescence, 48 h; also: nearly all actives have a fitted effect of over 55% in size
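Cell growth measured by CellTiter-Glo luminescence after a minimum 48 h, 37 C compound exposure with 20 nM CPT in Tdp1-knockout DT40 cells stably expressing hTDP1, seeded 400/well; qHTS titration format.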
DT40 TDP1 no CPT: qHTS for Inhibitors of human tyrosyl-DNA phosphodiesterase 1 (TDP1): qHTS in cells in absence of CPT; AID 686978, 2013; 420,000 compounds, 15% hits; DT40 Tdp1-/- hTDP1 cells, no CPT, ATP luminescence, 48 h; Potency, µM (top dose mostly 46.2 µM), without a hit: top-dose activity change, negative = growth inhibition, hits mostly inhibitors; also: nearly all actives have a fitted effect of over 55% in size
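Compound effects on proliferation are scored in DT40 Tdp1-/-;hTDP1 cells in the absence of CPT. ATP levels (CellTiter-Glo luminescence) are recorded after a ≥48 hr, 37 °C incubation.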
An asterisk follows results filed as active; ? = inconclusive; . = no result given; [ ] = another dose, or the depositor's remark. Calls follow the shape of the dose curve; as a rule, active = well fitted curve in the direction sought with a large enough effect; inconclusive = small, poorly fitted or top-dose-only effect, or another doubt; inactive = no such curve, though single readings can be large; an effect the other way counts as inactive or inconclusive. % is scaled to controls: 0 for no effect and ±100 for the full control effect; potency is read from the fitted curve at half-maximal effect.

SMILES	TDP1 inh	DT40 TDP1 CPT	DT40 TDP1 no CPT
COC(=O)CCSCC(=O)Nc1ccc(C)c(S(=O)(=O)N2CCCCC2)c1	.	-15%	-6%
Cn1c(NC(=O)CC2CCCCC2)cc(=O)n(C)c1=O	.	-30%	?
N#Cc1c(NCCO)nc(NCc2ccccc2)c2c1CCN(Cc1ccccc1)C2	11%	?	?
CCNc1c([N+](=O)[O-])c(=O)n(CC)c2ccccc12	.	-2%	-13%
Cc1ccc(-c2cc(C(=O)NCCCn3ccnc3)c3cc(Br)ccc3n2)o1	12%	?	?
N#CC(c1ccccc1)c1cccc(Cl)n1 (stereo not given)	2%	-8%	-24%
Brc1ccccc1CN1CCC(N2CCCCC2)CC1	-4%	-21%	?
CC(C)c1ccc(NC(=O)c2ccc3c(c2)CCCN3S(C)(=O)=O)cc1	2%	6.5µM*	4.1µM*
Cc1ccc2c(c1C)OC(=O)CC2c1ccccc1 (stereo not given)	-18%	23%	11%
Cc1cc(C)n2nc(C(=O)Nc3cccnc3)nc2n1	2%	-5%	11%
COc1ccc(-c2oc(=O)c3cc(OC)c(OC)cc3c2C(F)(F)F)cc1	0%	-4%	-19%
CCOc1ccc(S(=O)(=O)N/N=C(\C)c2ccc(Cl)c(Cl)c2Cl)cc1	2%	2%	-21%

The closing 2 records of the section above are carried over, then new ones follow.
SMILES	TDP1 inh	DT40 TDP1 CPT	DT40 TDP1 no CPT
COc1ccc(-c2oc(=O)c3cc(OC)c(OC)cc3c2C(F)(F)F)cc1	0%	-4%	-19%
CCOc1ccc(S(=O)(=O)N/N=C(\C)c2ccc(Cl)c(Cl)c2Cl)cc1	2%	2%	-21%
CC(C)N1CCN(Cc2cccn2-c2cccnc2)CC1CCO (stereo not given)	-2%	22%	16%
CC(=O)Nc1ccc(S(=O)(=O)NNC(=O)c2cc3c4ccccc4n(C)c3s2)cc1	-2%	5.2µM*	5.2µM*
CCCCc1nnc(NC(=O)C2=COCCO2)s1	4%	-18%	11%
COc1cc(C(=S)N2CCN(c3ccccc3Cl)CC2)cc(O)c1O	0%	?	23µM*
Cn1cc(CNC(=O)CC2C(=O)NCCN2CC(C)(C)C)cn1 (stereo not given)	3%	24%	4%
COc1ccc(-c2csc(NC(=O)CN3C(=O)CCC3=O)n2)cc1	1%	-8%	5%
COc1cc(C(C(=O)NC2CCCC2)N(C(=O)c2snc(C(N)=O)c2N)c2ccccc2)cc(OC)c1OC (stereo not given)	.	-25%	?
O=C(COc1ccc(/C=C2/NC(=O)NC2=O)cc1)Nc1ccc(F)cc1	1%	-21%	-12%
Cc1c(C(=O)N2CCCCC2)oc2ccccc12	1%	-24%	-19%
CS(=O)(=O)N(CC(=O)Nc1ccc2c(c1)OCCO2)c1ccc2c(c1)OCO2	0%	2%	-17%
CCCCOc1ncnc2c1[nH]c1ccc(OC)cc12	-2%	?	?
O=C(CCCCCCCCC(=O)N1CCCCC1)N1CCCCC1	.	?	?
COc1cc(C(C(=O)NC2CCCC2)N(C(=O)Cc2cccs2)C2CC2)cc(OC)c1OC (stereo not given)	-2%	-12%	?
CCn1nc(C)cc1C(=O)N1CCCC(C(=O)c2cccc(OC)c2)C1 (stereo not given)	5%	-26%	-29%
C=CCc1c(C)nc(SCc2ccccc2)[nH]c1=O	2%	3%	-1%
NC(=O)c1ccsc1NC(=O)COC(=O)c1ccc(Cl)cc1	-1%[56.1 µM]	-19%	?
CC(C)c1ccc(S(=O)(=O)N2CCN(C(C)C(=O)Nc3ccccc3-c3ccccc3)CC2)cc1 (stereo not given)	6%	18µM*	?
CCc1c(C)nc2nncn2c1NCc1ccccc1	2%	?	16µM*
O=C(Nc1cc(Cl)ccc1Cl)C1CC(=O)N(c2ccc(Br)cc2)C1 (stereo not given)	3%	-22%	?
CCc1ccccc1NC(=O)c1nn(-c2ccc(C)cc2)c(=O)c2c1c1ccccc1n2C	5%	-7%	-5%
O=S(=O)(Nc1ccc(N2CCOCC2)cc1)c1cccs1	4%	-11%	-21%
COc1ccc(Oc2c(O)c3ccccc3n(C)c2=O)cc1	5%	0%	?
CCN(CC(=O)Nc1c(F)cccc1F)C(=O)c1ccc(N2CCOCC2)c([N+](=O)[O-])c1	2%	-26%	?
CC1(C)OC(=CC=Nc2ccc(Cl)cc2)OC1(C)C	0%	-11%	?
CCO[C@H]1OC(C(=O)O)=C[C@@H](c2csc3ccccc23)[C@@H]1CCCO	1%	-11%	-8%
C=CCC1(/C=N/O)CCOC(C)(C)C1 (stereo not given)	.	0%	-3%
CCN1N=C(c2ccccc2)Cn2c1nc1ccccc12	3%	?	16µM*
N#CC(c1ccc(Cl)cc1)c1ncc(C(F)(F)F)cc1Cl (stereo not given)	-1%	-24%	-2%
Cc1oc(-c2ccc(Cl)cc2)cc1C(=O)N1CCC1(C)C(=O)O (stereo not given)	.	29µM*	?
CS(=O)(=O)c1ccc(-c2nnc(NC(=O)c3ccco3)o2)cc1	.	1%	-20%
CC(=O)C1=C(C)OC(N)=C(C#N)C1c1ccco1 (stereo not given)	2%	-24%	-24%
CCOC(=O)N1CCC(=NNc2ccc(S(N)(=O)=O)cc2[N+](=O)[O-])CC1	-5%	0%	-17%
CCOC(=O)CCCCC(=O)c1[nH]c(=O)[nH]c1CSc1nnc2c3ccccc3n(C(C)C)c2n1	8%	-56%	?
O=C(c1ccc(Br)cc1)c1cc([N+](=O)[O-])ccc1N1CCOCC1	4%	0.82µM*	1.5µM*
CN(C(=O)CN1C(=O)NC2(CCc3ccccc32)C1=O)C1CCS(=O)(=O)C1 (stereo not given)	.	13%	-12%
COc1ccc(C(C)NC(=S)NC2CCCC2)cc1OC (stereo not given)	3%	-14%	-4%

Quoted from the listing.
Result of `CS(=O)(=O)c1ccc(-c2nnc(NC(=O)c3ccco3)o2)cc1` under DT40 TDP1 CPT: 1%
Result of `CN(C(=O)CN1C(=O)NC2(CCc3ccccc32)C1=O)C1CCS(=O)(=O)C1` (stereo not given) under DT40 TDP1 CPT: 13%
Result of `CCO[C@H]1OC(C(=O)O)=C[C@@H](c2csc3ccccc23)[C@@H]1CCCO` under DT40 TDP1 CPT: -11%
Result of `CC(=O)C1=C(C)OC(N)=C(C#N)C1c1ccco1` (stereo not given) under DT40 TDP1 no CPT: -24%

(list continues)
Values in the order – TDP1 inh | DT40 TDP1 CPT | DT40 TDP1 no CPT
> CC(=O)N[C@@H]1c2c(ccc3ccccc23)OC[C@@H]1COC(C)=O
→ 6% | 1% | 0%
> CCc1cc(=O)n2[nH]c(-c3ccccc3)c(-c3ccccc3)c2n1
→ . | ? | 21µM*
> O=C(CC1C(=O)NC2CCCCC2N1C(=O)c1ccc([N+](=O)[O-])cc1)Nc1ccccc1 (stereo not given)
→ -5% | ? | 16µM*
> CC(=O)Nc1ccccc1-c1nnc(SCc2ccccc2Cl)[nH]c1=O
→ -2% | -21% | -17%
> CCc1ccc(NC2=CC(=O)C(=O)c3ccccc32)cc1
→ . | 2.3µM* | 2.9µM*
> COc1cc(CNCCCN2CCOCC2)cc(Cl)c1OCC(=O)NC(C)(C)C
→ . | ? | ?
> CCOc1cc(C(=O)NN=C2CCCC2)cc(OCC)c1OCC
→ 3%[56.1 µM] | -7% | 16%
> O=C(O)CSc1cc(NS(=O)(=O)c2cccc([N+](=O)[O-])c2)c2ccccc2c1O
→ 10% | 2.3µM* | 1.8µM*
> CN1C(=O)S/C(=C/c2ccc(OCc3cccc(C(=O)O)c3)cc2)C1=O
→ . | 20% | -8%
> CCN(C[C@H]1N[C@@](Cc2ccccc2)(C(=O)OC)[C@H]2C(=O)N(Cc3ccccc3)C(=O)[C@@H]12)S(=O)(=O)c1ccc(C(C)(C)C)cc1
→ 2% | ? | 16µM*
> CCOC(=O)c1cnc(-n2nc(C)cc2C)nc1Nc1cccc(C(C)=O)c1
→ . | 16µM* | 8.2µM*
> N#CC(C#N)=Cc1c(N2CCN(c3ccccc3)CC2)nc2ccccn2c1=O
→ . | -23% | -1%
> c1ccc2c(c1)nc(N1CCOCC1)c1ccccc12
→ 1% | -27% | -17%
> CCCC1(C(=O)OCC)NC(c2ccc(O)cc2)C2C(=O)N(c3cccc(C(C)=O)c3)C(=O)C21 (stereo not given)
→ . | -8% | -2%
> COc1cccc(NC(=O)Nc2nnc(N3CCCCC3C)s2)c1 (stereo not given)
→ 4% | ? | ?
> CCCCCc1nnc(NC(=O)C2=COCCO2)s1
→ 0% | 0% | -16%
> COc1ccc(C(CNC(=O)c2cccc([N+](=O)[O-])c2)N2CCOCC2)cc1 (stereo not given)
→ -2% | ? | ?
> COc1ccccc1CN1CC(C(=O)N(C)CCCn2nc(C)cc2C)CCC1=O (stereo not given)
→ 4% | -4% | 14%
> COC(=O)c1cc(OC)c(OC)cc1NC(=O)c1cccc(OC)c1OC
→ 3% | ? | 5.8µM*
> CC1CCc2c(nc3nc[nH]n3c2=O)C1 (stereo not given)
→ 8% | 3% | -5%
> C(=C\c1ccnc2ccccc12)/c1ccc(-[n+]2cc[n+](-c3ccc(/C=C/c4ccnc5ccccc45)cc3)cc2)cc1
→ . | 5.6µM* | 5µM*
> COc1ccc(Cn2c(CCC(=O)NCc3cccc(Cl)c3)nc3cccnc32)cc1
→ 4% | ? | ?
> O=C(NCC(F)(F)F)c1ccc(S(=O)(=O)NCCc2ccc3c(c2)OCCO3)cc1
→ . | ? | ?
> CC(C)(C)c1ccc(C(=O)/C=C2\NC(=O)CS2)cc1
→ 5% | 15µM* | 18µM*
> Cc1ccc(COc2ccc3c(c2)OCO3)cc1
→ 15% | 2% | -1%
> S=C(NC1CCCC1)N1CCN(c2ccccn2)CC1
→ -1% | 2% | ?
> Nn1c(SCC(=O)NCCCc2ccccc2)nnc1-c1cccnc1
→ 3% | -24% | -8%
> CCc1nc2ccccc2n1CCCCOc1ccc(C)cc1
→ 8% | ? | 8.2µM*
> Cc1cc(N2CCOCC2)ccc1/C=C1/SC(=O)NC1=O
→ -1% | -24% | ?
> O=C(O)c1cn(Cc2ccccn2)c(=O)c2ccccc12
→ 0% | 19% | 21%
> Cc1ccc(NC(=O)COCC(=O)Nc2ccc(F)cc2)cc1
→ 3% | 18µM* | 21µM*
> CCCC(C)C(=O)Nc1ccc(S(=O)(=O)Nc2nccs2)cc1 (stereo not given)
→ -11% | 4% | -28%
> Cc1cccc(NC(=S)N(CCN(C)C)C(C)c2ccco2)c1 (stereo not given)
→ 5% | -17% | ?
> C=CCN1C(=O)C(C)(C)N(C(C)=O)c2ccccc21
→ -3% | -14% | 5%
> O=C(CN1CCCC1)Nc1ccc(F)cc1
→ 3% | 7% | -21%
> Cc1cc(C)c(S(=O)(=O)c2ccc(C(C)(C)C)cc2)c(Cl)n1
→ . | ? | -14%
> Cc1cc(C)cc(NC(=O)CN2C(=O)C3CC=CCC3C2=O)c1 (stereo not given)
→ 0%[56.1 µM] | -4% | -3%
> Cc1ccc(-c2cc(C(=O)NC3=NCCS3)c3ccccc3n2)cc1C
→ 4% | ? | -28%
> O=C1[C@H]2[C@@H](C3CC3)N3C(=O)CN(Cc4ccccn4)C(=O)[C@@]3(Cc3ccccc3)[C@H]2C(=O)N1c1ccccc1
→ . | 1% | 4%
> O=C(NCC1CCCCC1)c1cccc(Br)c1
→ 3% | ? | -11%
> CCOc1ccc(NC(=O)NCCn2nnc3cc(S(=O)(=O)N(C)C)ccc32)cc1
→ -1% | 9% | -10%
> CCOC(=O)C1C(C(=O)OCC)C(C)(C)C1N(C)C (stereo not given)
→ . | 17% | 3%
> CCOc1ccc([C@@H]2CC=C(C(=O)O)[C@H](c3cccc(Cl)c3)N2S(=O)(=O)c2ccc(C)cc2)cc1
→ 3% | ? | ?
> O=c1c(-c2cccs2)nc2cncnc2n1Cc1ccccc1
→ . | 15% | 13%
> COc1ccc(CCN(C)Cc2ccc(OC)c(OCc3ccccc3)c2)cc1OC
→ 3% | ? | 23µM*
> COc1cccc(C(=O)Nc2cc(C)on2)c1OC
→ 2% | 20% | -17%
> S=c1[nH]nc(-c2ccco2)n1/N=C/c1ccccc1Cl
→ 5% | 1% | 14%
> COc1cc2nc(CN(C)Cc3ccc(F)cc3)[nH]c(=O)c2cc1OC
→ -5% | -28% | ?
> Cc1cc(C(=O)COC(=O)C2=COCCO2)c(C)n1-c1ccc2c(c1)OCO2
→ -3% | ? | ?
> Cc1c2cnn(-c3ccccc3)c(=O)c2c(C)n1CC(=O)NCCc1ccc(Cl)cc1
→ -3% | -18% | -4%

In another format: results already given
CCOc1ccc(NC(=O)NCCn2nnc3cc(S(=O)(=O)N(C)C)ccc32)cc1
- TDP1 inh: -1%
- DT40 TDP1 CPT: 9%
- DT40 TDP1 no CPT: -10%
COc1ccc(CCN(C)Cc2ccc(OC)c(OCc3ccccc3)c2)cc1OC
- TDP1 inh: 3%
- DT40 TDP1 CPT: ?
- DT40 TDP1 no CPT: 23µM*
